Mtb BioA inh: BioA (M. tuberculosis) enzyme inhibition; purified M. tuberculosis BioA enzyme, plate reader; inhibition, % at 9.99 µM; hit rate 0.096% among 360,000; in the data active = inhibition above about 40%
Mtb UGM inh: inhibitors of M. tuberculosis UDP-galactopyranose mutase. P9WIQ1. purified UGM, fluorescence polarization probe displacement. inhibition, % at 10 µM. hit rate 0.06% among 320,000; in the data active = inhibition above about 10%, passing the limit was not always enough
FadD28 binding: blocks FadD28 binding to the bisubstrate probe. fluorescence polarization. inhibition, % at 12.5 µM. hit rate 0.22% among 360,000. AID 588549; in the data active = inhibition above about 8.5%, passing the limit was not always enough
BoNT F protease: inhibitors of Botulinum neurotoxin F light chain protease. Multiplex microsphere protease cleavage assay, flow cytometry. AID 588497. inhibition, % at 10 µM. hit rate 0.22% among 360,000; in the data active = inhibition above about 35%, passing the limit was not always enough; also: plate controls were buffer without enzyme for full effect and enzyme alone for no effect
FBA Mtb inh: Mtb fructose-bisphosphate aldolase inhibition; P9WQA3; purified M. tuberculosis FBA, fluorescence read-out; inhibition, % at 1 µM; hit rate 2.3% among 360,000; AID 588726; in the data active = inhibition above about 27%;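 also: 0% = vehicle and 100% = reference inhibitor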
Target sequence (P9WQA3 whole entry, looked up): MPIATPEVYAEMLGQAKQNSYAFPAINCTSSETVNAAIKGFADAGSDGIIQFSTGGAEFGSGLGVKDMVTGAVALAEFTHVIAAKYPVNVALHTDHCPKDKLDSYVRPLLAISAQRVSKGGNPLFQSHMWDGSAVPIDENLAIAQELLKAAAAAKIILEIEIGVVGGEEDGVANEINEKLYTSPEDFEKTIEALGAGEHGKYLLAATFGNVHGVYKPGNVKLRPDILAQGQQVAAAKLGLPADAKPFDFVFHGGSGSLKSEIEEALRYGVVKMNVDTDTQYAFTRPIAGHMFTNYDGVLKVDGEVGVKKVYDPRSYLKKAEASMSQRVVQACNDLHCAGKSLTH
GDH-TPI inh: inhibits GDH-TPI coupling enzymes, artifact for Mtb FBA screen; GDH-TPI coupled enzyme counterscreen, NADH absorbance; inhibition, % at 4.8 µM; hit rate 1.2% among 360,000; AID 588335; in the data active = inhibition above about 30%;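 also: 0% = DMSO wells and 100% = wells lacking the enzyme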
PrPC surface inh: reduces human prion protein on the cell surface. P04156. cell surface PrPC, TR-FRET read-out. inhibition, % at 13.8 µM. hit rate 0.43% among 370,000. AID 720596; in the data active = inhibition above about 24%; also: 0% = median of the test wells and 100% = reference compound wells
Rv3671c inh: Rv3671c (M. tuberculosis) protease inhibition; P9WHR9; inhibition, % at 5.96 µM; hit rate 0.048% among 320,000; in the data active = inhibition above about 38%;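 also: extracellular domain of Rv3671c used as enzyme; 0% = enzyme with DMSO and 100% = no enzyme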
Target sequence (P9WHR9 whole entry, looked up, the tested form may be a part): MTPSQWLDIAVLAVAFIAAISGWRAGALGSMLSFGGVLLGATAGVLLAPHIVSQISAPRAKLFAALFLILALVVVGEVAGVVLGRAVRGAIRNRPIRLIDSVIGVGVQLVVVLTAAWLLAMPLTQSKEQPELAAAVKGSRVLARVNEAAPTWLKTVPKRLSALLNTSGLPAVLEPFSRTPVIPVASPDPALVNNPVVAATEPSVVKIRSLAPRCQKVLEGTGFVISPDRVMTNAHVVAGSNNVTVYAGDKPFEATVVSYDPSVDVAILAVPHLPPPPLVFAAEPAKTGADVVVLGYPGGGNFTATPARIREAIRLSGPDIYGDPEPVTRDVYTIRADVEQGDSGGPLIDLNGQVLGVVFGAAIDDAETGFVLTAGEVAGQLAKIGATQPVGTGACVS
MazF activator: activators of E. coli MazEF toxin-antitoxin RNase; hit rate 0.32% among 350,000; activation, % at 20 µM; FAM/BHQ RNA-DNA oligo cleavage fluorescence, 5 h; P0AE70; AID 504720; in the data active = activation above about 50%
Target sequence (P0AE70 whole entry, looked up): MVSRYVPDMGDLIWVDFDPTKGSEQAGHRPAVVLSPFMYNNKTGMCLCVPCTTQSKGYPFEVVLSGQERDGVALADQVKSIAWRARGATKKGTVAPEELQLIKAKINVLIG
An asterisk follows results filed as active; & = joins results of further samples.

`Nc1nnnn1/N=C/c1cccc(Oc2ccccc2)c1` gave Mtb BioA inh -1.9, Mtb UGM inh -1.1, FadD28 binding -0.3, BoNT F protease -2, FBA Mtb inh -1, GDH-TPI inh 6, PrPC surface inh 3, Rv3671c inh -2 and MazF activator 7.
Nc1ccccc1C(=O)Nc1ccc(Cl)cc1Cl was read as Mtb BioA inh 5.0, Mtb UGM inh -1.7, FadD28 binding -1.5, BoNT F protease 6, FBA Mtb inh 9, GDH-TPI inh 15, PrPC surface inh 1, Rv3671c inh -8 and MazF activator 4.
`COc1ccc(CCN2C(=O)c3[nH]nc(-c4ccccc4O)c3C2c2cccc(O)c2)cc1OC` (stereo not given) gave Mtb UGM inh -1.5, FadD28 binding -13, BoNT F protease 1, FBA Mtb inh 2, GDH-TPI inh 3, PrPC surface inh 13, Rv3671c inh -12 and MazF activator 9.
For Cc1ccc(C(=O)NC23CC4CC(CC(C4)C2)C3)c(Cl)c1 the results were Mtb BioA inh 0.0, Mtb UGM inh 0.6, FadD28 binding -0.7, BoNT F protease 0, FBA Mtb inh -1, GDH-TPI inh 8, PrPC surface inh -7, Rv3671c inh 9 and MazF activator 4.
Screening Fc1ccc(N2CCN(c3ncnc4c3nnn4Cc3ccccc3Cl)CC2)cc1 returned Mtb BioA inh -1.1, Mtb UGM inh -2.0, FadD28 binding -5.5, BoNT F protease -1, FBA Mtb inh 0, GDH-TPI inh -7, PrPC surface inh 4, Rv3671c inh 8 and MazF activator -6.
Screening Cc1ccc(S(=O)(=O)Cn2nnnc2CN(Cc2ccco2)CC2CCCO2)cc1 (stereo not given) returned Mtb UGM inh -1.2, FadD28 binding 0.6, BoNT F protease -4, FBA Mtb inh 1, GDH-TPI inh -8, PrPC surface inh 0, Rv3671c inh 1 and MazF activator 2.
`O=c1c(Cl)cc(Cl)nn1-c1ccccc1` gave Mtb UGM inh 2.5, FadD28 binding 0.0, BoNT F protease -2, FBA Mtb inh 3, GDH-TPI inh 5, PrPC surface inh -13, Rv3671c inh -2 and MazF activator 5.
O=C(Nc1ccc(-n2nncc2-c2ccco2)cc1)c1cc2ccccc2oc1=O was read as Mtb BioA inh -0.1, Mtb UGM inh 1.5, FadD28 binding -2.3, BoNT F protease 7, FBA Mtb inh 5, GDH-TPI inh 10, Rv3671c inh -10 and MazF activator -37.
`COc1ccccc1-c1noc(-c2ccccc2C(=O)NCC2CCCO2)n1` (stereo not given) gave Mtb BioA inh -0.1, Mtb UGM inh 1.5, FadD28 binding -2.5, BoNT F protease -10, FBA Mtb inh -1, GDH-TPI inh -2, PrPC surface inh 1, Rv3671c inh -2 and MazF activator 1.
Screening CCOc1cccc(-c2c(C(=O)N/N=C/c3ccc(C)s3)nnn2-c2nonc2N)c1 returned Mtb BioA inh -6.7, Mtb UGM inh -3.8, FadD28 binding -1.7, BoNT F protease 6, FBA Mtb inh 3, GDH-TPI inh 29, PrPC surface inh 2, Rv3671c inh -3 and MazF activator 3.
Screening Cc1ccc(CNC(=O)CCn2cc(-c3ccc(F)cc3)nc2-c2ccncc2)cc1 returned Mtb BioA inh -0.5, Mtb UGM inh -1.1, FadD28 binding 1.2, BoNT F protease -3, FBA Mtb inh 3, GDH-TPI inh 13, PrPC surface inh -10, Rv3671c inh -1 and MazF activator 2.
Screening C/C(=N\NC(=O)CC(C)C)c1c(C(F)(F)F)[nH]n(-c2nc3ccccc3s2)c1=O returned Mtb BioA inh -1.1, Mtb UGM inh 1.3, FadD28 binding 0.5, BoNT F protease -4, FBA Mtb inh 1, GDH-TPI inh 14, PrPC surface inh -1, Rv3671c inh 6 and MazF activator 3.
`COc1ccc(C(=O)c2cc(OC)c(OC)c(OC)c2)cc1OC` gave FadD28 binding -3.6, BoNT F protease -2, FBA Mtb inh -3, GDH-TPI inh 12, PrPC surface inh 3 and MazF activator 10.
COc1ccc2c(c1OC)c(=O)n1c3ccc(OC(C)C(=O)NCCN4CCOCC4)cc3c3ccnc2c31 (stereo not given) was read as Mtb BioA inh 7.0, Mtb UGM inh 0.2, FadD28 binding -5.8, BoNT F protease -9, FBA Mtb inh 91*, GDH-TPI inh 6, PrPC surface inh -20, Rv3671c inh -7 and MazF activator 0.
`CCOC(=O)c1c(CN2CCN(CCO)CC2)n(C)c2cc(Br)c(OC)cc12` gave Mtb BioA inh 2.3, Mtb UGM inh 2.2, FadD28 binding -3.5, BoNT F protease -2, FBA Mtb inh 2, GDH-TPI inh 0, PrPC surface inh -4, Rv3671c inh 2 and MazF activator 0.
`O=S(=O)(c1ccccc1)N1CCCN(S(=O)(=O)c2ccccc2)CC1` gave Mtb BioA inh 2.3, Mtb UGM inh 1.1, FadD28 binding -2.9, BoNT F protease -11, FBA Mtb inh 1, GDH-TPI inh -2, PrPC surface inh 9, Rv3671c inh -7 and MazF activator 2.
`O=C(NNC(=O)c1cccc(S(=O)(=O)N2CCc3ccccc32)c1)c1ccccc1` gave FadD28 binding -0.7, BoNT F protease -9, FBA Mtb inh 2, GDH-TPI inh 17, PrPC surface inh 15 and MazF activator -5.
Cc1ccc(C)c(S(=O)(=O)N2CCCOC2CNC(=O)C(=O)NCCN2CCOCC2)c1 (stereo not given) was read as Mtb BioA inh -1.0, Mtb UGM inh -1.3, FadD28 binding 0.2, BoNT F protease 2, FBA Mtb inh -1, GDH-TPI inh -11, PrPC surface inh -10, Rv3671c inh -5 and MazF activator 5.
For O=C(NCCO)c1nc(C(=O)c2ccccc2)c2ccccc2n1 the results were Mtb BioA inh 0.9, Mtb UGM inh -1.6, FadD28 binding -2.9, BoNT F protease -1, FBA Mtb inh 5, GDH-TPI inh -4, PrPC surface inh -11, Rv3671c inh 5 and MazF activator 5.
`O=C(NC1CCN(C(=O)N2CCOCC2)CC1)c1ccccc1` gave Mtb BioA inh 0.5, Mtb UGM inh -1.6, FadD28 binding -3.1, BoNT F protease -8, FBA Mtb inh -2, GDH-TPI inh -6, PrPC surface inh 2, Rv3671c inh -4 and MazF activator -3.

Copied from above (2 entries):
For O=C(NCCO)c1nc(C(=O)c2ccccc2)c2ccccc2n1 the results were Mtb BioA inh 0.9, Mtb UGM inh -1.6, FadD28 binding -2.9, BoNT F protease -1, FBA Mtb inh 5, GDH-TPI inh -4, PrPC surface inh -11, Rv3671c inh 5 and MazF activator 5.
`O=C(NC1CCN(C(=O)N2CCOCC2)CC1)c1ccccc1` gave Mtb BioA inh 0.5, Mtb UGM inh -1.6, FadD28 binding -3.1, BoNT F protease -8, FBA Mtb inh -2, GDH-TPI inh -6, PrPC surface inh 2, Rv3671c inh -4 and MazF activator -3.

More structures.
`COc1ccc(Oc2ccc(N/C=C3\CCCC3=O)cc2)cc1` gave Mtb BioA inh 1.1, Mtb UGM inh -3.7, FadD28 binding -2.9, BoNT F protease -6, FBA Mtb inh -3, GDH-TPI inh 40*, PrPC surface inh -3, Rv3671c inh 4 and MazF activator 10.
Screening COC(=O)c1cc(NC(=O)CC2Oc3ccccc3NC2=O)cc(C(=O)OC)c1 (stereo not given) returned Mtb BioA inh 0.2, Mtb UGM inh -2.6, FadD28 binding -0.9, BoNT F protease 5, FBA Mtb inh 40*, GDH-TPI inh 3, PrPC surface inh -2, Rv3671c inh -8 and MazF activator 6.
Screening CCCCC(=O)NC1(C(F)(F)F)NC(=O)N(Cc2ccccc2)C1=O (stereo not given) returned Mtb BioA inh 0.9, Mtb UGM inh -2.6, FadD28 binding -2.5, BoNT F protease 2, FBA Mtb inh 5, GDH-TPI inh -4, PrPC surface inh 2, Rv3671c inh 1 and MazF activator 8.
For Cc1ccc(OCC(=O)Nc2ccc(N3CCOCC3)cc2)c([N+](=O)[O-])n1 the results were Mtb BioA inh 0.0, Mtb UGM inh 3.7, FadD28 binding -0.8, BoNT F protease -5, FBA Mtb inh 3, GDH-TPI inh 10, PrPC surface inh -4, Rv3671c inh 2 and MazF activator 5.
Screening CCOc1ccc(NC(=O)CSc2nnc(-c3ccncc3)n2CC2CCCO2)cc1 (stereo not given) returned Mtb BioA inh -1.3, Mtb UGM inh -1.1, FadD28 binding -2.9, BoNT F protease -1, FBA Mtb inh -8, GDH-TPI inh -2, PrPC surface inh 2, Rv3671c inh -15 and MazF activator 1.
`COc1ccccc1C(=O)Nc1ccc(C(=O)O)cc1` gave Mtb BioA inh -1.9, Mtb UGM inh -1.7, FadD28 binding -0.1, BoNT F protease 3, FBA Mtb inh 2, GDH-TPI inh 2, PrPC surface inh -3, Rv3671c inh 1 and MazF activator 5.
O=C(Cc1ccc(Br)cc1)NC1CCCCC1 was read as Mtb BioA inh -1.5, Mtb UGM inh 2.2, FadD28 binding -0.3, BoNT F protease -3, FBA Mtb inh -1, GDH-TPI inh 0, PrPC surface inh 4, Rv3671c inh -10 and MazF activator 0.
Screening CCC(CC)C(=O)NCCCCc1ccccc1 returned Mtb BioA inh 0.4, Mtb UGM inh 1.3, FadD28 binding -2.7, BoNT F protease 0, FBA Mtb inh -2, GDH-TPI inh 7, PrPC surface inh 4, Rv3671c inh -2 and MazF activator 2.
Screening CCNc1nc(NCC)nc(SCCOC(=O)Nc2ccc(Cl)cc2Cl)n1 returned Mtb UGM inh -2.8, FadD28 binding 0.9, BoNT F protease -4, FBA Mtb inh 1, GDH-TPI inh 10, PrPC surface inh 10, Rv3671c inh -10 and MazF activator 24.
For O=C(CN1CCCCC1)N1N=C(c2cccs2)CC1c1cccs1 (stereo not given) the results were Mtb BioA inh 0.8, Mtb UGM inh -1.2, FadD28 binding -0.7, BoNT F protease 4, FBA Mtb inh 1, GDH-TPI inh 6, PrPC surface inh -8, Rv3671c inh -10 and MazF activator 6.
Screening COC(=O)CNC(=O)Cn1ccc2ccccc2c1=O returned Mtb BioA inh -0.2, Mtb UGM inh -4.0, FadD28 binding -5.1, BoNT F protease -2, FBA Mtb inh 0, GDH-TPI inh 3, PrPC surface inh -1, Rv3671c inh 2 and MazF activator 1.
C#CCNC(=O)C1=C[C@@H](C2CC2)[C@H](CCCO)[C@@H](OCC)O1 was read as Mtb BioA inh 0.9&0.1, Mtb UGM inh -3.1, FadD28 binding -2.4, BoNT F protease -7, FBA Mtb inh -2, GDH-TPI inh -1, PrPC surface inh -4, Rv3671c inh -2 and MazF activator 6.
Screening CC(C)(C)NC(=O)C(c1ccc(O)cc1)N(C(=O)CCC(=O)Nc1nccs1)c1ccccc1F (stereo not given) returned Mtb UGM inh 2.1, FadD28 binding -0.3, BoNT F protease 2, FBA Mtb inh -1, GDH-TPI inh 2, PrPC surface inh -6, Rv3671c inh -6 and MazF activator 3.
For Cc1csc(NS(=O)(=O)c2cccc([N+](=O)[O-])c2)n1 the results were Mtb BioA inh -2.0, Mtb UGM inh -1.0, FadD28 binding 1.0, BoNT F protease -7, FBA Mtb inh 7, GDH-TPI inh 7, PrPC surface inh -34, Rv3671c inh 5 and MazF activator -8.
Screening N#C[C@]1(S(=O)(=O)c2ccccc2)C[C@@H]2ON=C(c3cccc(Br)c3)[C@@H]2C1 returned Mtb BioA inh 1.0, Mtb UGM inh 1.9, FadD28 binding -2.6, BoNT F protease -2, FBA Mtb inh 2, GDH-TPI inh 8, PrPC surface inh -47, Rv3671c inh -3 and MazF activator -5.
Screening COC(=O)[C@@H]1C(c2ccccc2)(c2ccccc2)[C@@]1(C)C(=O)OC returned Mtb UGM inh 1.7, FadD28 binding -3.0, BoNT F protease 0, FBA Mtb inh 0, GDH-TPI inh -8, PrPC surface inh 12, Rv3671c inh 2 and MazF activator -6.
COC(=O)c1ccc(Cn2cnc3ccccc3c2=O)cc1 was read as Mtb BioA inh 0.6, Mtb UGM inh -2.1, FadD28 binding -0.6, BoNT F protease 6, FBA Mtb inh 1, GDH-TPI inh -10, PrPC surface inh -2, Rv3671c inh 11 and MazF activator 10.

Grouped by structure: those above containing two or more sulfur atoms.
`O=S(=O)(c1ccccc1)N1CCCN(S(=O)(=O)c2ccccc2)CC1` gave Mtb BioA inh 2.3, Mtb UGM inh 1.1, FadD28 binding -2.9, BoNT F protease -11, FBA Mtb inh 1, GDH-TPI inh -2, PrPC surface inh 9, Rv3671c inh -7 and MazF activator 2.
For O=C(CN1CCCCC1)N1N=C(c2cccs2)CC1c1cccs1 (stereo not given) the results were Mtb BioA inh 0.8, Mtb UGM inh -1.2, FadD28 binding -0.7, BoNT F protease 4, FBA Mtb inh 1, GDH-TPI inh 6, PrPC surface inh -8, Rv3671c inh -10 and MazF activator 6.
For Cc1csc(NS(=O)(=O)c2cccc([N+](=O)[O-])c2)n1 the results were Mtb BioA inh -2.0, Mtb UGM inh -1.0, FadD28 binding 1.0, BoNT F protease -7, FBA Mtb inh 7, GDH-TPI inh 7, PrPC surface inh -34, Rv3671c inh 5 and MazF activator -8.

Screens as filed in PubChem.
